From PubChem BioAssay
GluA2 TARP mod – modulators of GluA2-stargazin AMPA receptor complexes, primary screen, cell-based, membrane potential dye; HEK293 GluA2+stargazin, membrane potential dye (FDSS), glutamate EC50; hits were called plate by plate, in both directions; calls only at 30 µM; Voltage-dependent calcium channel gamma-2 subunit (Mus musculus) + Glutamate receptor 2 …; AID 1259245, 2017; 40,000 tested, 3.5% active;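 active = any of four per-well response measures lying three or more SD from its plate-wide compound average, in either direction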
Target sequence (O88602 whole entry, looked up): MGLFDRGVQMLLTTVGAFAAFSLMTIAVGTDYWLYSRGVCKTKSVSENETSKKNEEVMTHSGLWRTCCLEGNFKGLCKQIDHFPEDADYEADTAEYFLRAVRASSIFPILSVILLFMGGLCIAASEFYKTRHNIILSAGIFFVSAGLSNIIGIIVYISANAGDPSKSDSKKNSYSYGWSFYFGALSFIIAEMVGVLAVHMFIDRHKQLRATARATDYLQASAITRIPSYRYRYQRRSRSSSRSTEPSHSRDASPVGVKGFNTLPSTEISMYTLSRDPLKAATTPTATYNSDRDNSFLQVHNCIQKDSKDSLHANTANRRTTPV
Target sequence (P19491 whole entry, looked up): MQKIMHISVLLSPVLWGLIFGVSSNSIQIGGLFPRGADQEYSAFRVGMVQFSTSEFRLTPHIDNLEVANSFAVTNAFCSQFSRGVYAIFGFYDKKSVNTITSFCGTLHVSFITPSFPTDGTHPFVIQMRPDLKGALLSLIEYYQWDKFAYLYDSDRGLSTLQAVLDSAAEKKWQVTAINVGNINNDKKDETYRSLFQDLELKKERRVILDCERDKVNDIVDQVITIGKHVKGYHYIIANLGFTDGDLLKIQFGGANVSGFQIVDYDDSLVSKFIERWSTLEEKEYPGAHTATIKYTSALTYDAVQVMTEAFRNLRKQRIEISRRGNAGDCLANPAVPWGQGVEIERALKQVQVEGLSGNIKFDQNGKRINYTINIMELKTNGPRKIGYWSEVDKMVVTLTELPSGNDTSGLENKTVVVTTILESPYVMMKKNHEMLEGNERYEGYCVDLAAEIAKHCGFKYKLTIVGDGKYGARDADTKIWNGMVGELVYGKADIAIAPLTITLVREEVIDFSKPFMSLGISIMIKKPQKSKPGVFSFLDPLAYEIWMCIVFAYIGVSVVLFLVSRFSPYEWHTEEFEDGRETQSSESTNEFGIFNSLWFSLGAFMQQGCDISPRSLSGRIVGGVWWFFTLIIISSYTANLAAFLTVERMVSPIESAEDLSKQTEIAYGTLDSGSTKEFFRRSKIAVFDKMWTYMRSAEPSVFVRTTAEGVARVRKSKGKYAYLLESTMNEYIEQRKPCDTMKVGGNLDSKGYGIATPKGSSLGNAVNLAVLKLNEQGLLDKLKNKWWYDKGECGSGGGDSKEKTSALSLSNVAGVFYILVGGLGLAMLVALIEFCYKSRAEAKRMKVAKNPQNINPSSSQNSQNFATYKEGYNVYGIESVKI
GluA2 TARP mod agonism max-min – also measured in GluA2 TARP mod; calls as there; compound max-min signal; compound-alone response (agonism);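 unitless range of fluorescence divided by baseline over first 100 seconds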
GluA2 TARP mod glutamate slope – further read-out of GluA2 TARP mod, marked with its call; glutamate slope, % of max; measured here: glutamate response slope, % max;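 scaled per plate between vehicle wells and maximal 1 mM glutamate control wells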
* marks the source's active call; other numbers are inactive results; i = inactive; + = active, no number; & = joins results of further samples. Not all compounds are listed; count on the stated rates, not on these rows.

GluA2 TARP mod | GluA2 TARP mod agonism max-min | GluA2 TARP mod glutamate slope | Compound
i | 0.12 | 45 | O=C(c1ccco1)N1CCC(c2nnc(-c3ccc(F)cc3)o2)CC1
i | 0.089 | 68 | O=C(NCC(F)(F)F)c1ccc2c(c1)ncn2-c1ccccc1
i | 0.092 | 57 | O=S(=O)(CCCOc1ccc(F)cc1)NCc1c(F)cccc1F
i | 0.029 | 49 | O=C(NCCOc1ccc2nnc(-c3cccc(F)c3)n2n1)c1ccc(F)cc1F
i | 0.072 | 66 | COc1cc(NC(=O)c2cccc(N3C(=O)NC4CC3(C)Oc3ccccc34)c2)cc(OC)c1OC (centres undefined)
i | 0.098 | 62 | Cc1ccc(N2CC(C(=O)NCC(C)(O)C3CC3)CC2=O)cc1C (centres undefined)
i | 0.069 | 53 | CC(C)(C)C(=O)N1CCc2ccc(NC(=O)c3cc4ccccc4oc3=O)cc21
i | 0.13 | 47 | NC(=O)C1Cc2ccccc2N1C(=O)/C=C\c1ccc2c(c1)OCO2 (centres undefined)
i | 0.061 | 54 | COc1ccc(CCNC(=O)C2COCC(=O)N2Cc2ccccc2)cc1OC (centres undefined)
i | 0.074 | 62 | CCOc1ccc(C(=O)Nc2cc(C(=O)N3CCOCC3)cn(C)c2=O)cc1
i | 0.09 | 67 | CC(C)NC(=O)C(=O)NCC1CCN(C)CC1
i | 0.079 | 60 | O=c1ccc(-c2ccccc2)nn1CCCNS(=O)(=O)c1ccccc1C(F)(F)F
i | 0.12 | 54 | CCn1nc(C)cc1C(=O)N(CC1CCCO1)c1nc2c(OC)ccc(OC)c2s1 (centres undefined)
i | 0.04 | 39 | CC(C)(C)OC(=O)N1CC(Oc2ncccn2)C1
i | 0.081 | 55 | Cc1cc(C)cc(N2CC(c3nc4ccccc4n3Cc3ccccc3)CC2=O)c1 (centres undefined)
i | 0.092 | 53 | Cc1cc(C(=O)Nc2cc(Cl)ccc2Cl)c(C)o1
i | 0.061 | 36 | CCCCS(=O)(=O)N1CCC2(CC1)NC(=O)N(CCOc1ccccc1)C2=O
i | 0.083 | 42 | CCCC(=O)Nc1ccc(N2CCCC2=O)c(OC)c1
i | 0.095 | 49 | COc1ccc(N2C(=O)C3N=NN(Cc4ccc(Cl)cc4)C3C2=O)cc1OC (centres undefined)
i | 0.082 | 65 | Cc1cc(C)n(-c2cc(N3CCCC(C(=O)NCc4cccs4)C3)ncn2)n1 (centres undefined)
+ | 0.22* | 49* | COc1cccc2cc(C(=O)Nc3nnc(-c4cc(C)n(C)n4)o3)oc12
i | 0.14 | 59 | O=C(NCc1ccc(Cl)cc1)NC1CCCC(O)C1 (centres undefined)
i | 0.052 | 42 | CSc1ccccc1C(=O)NCC1CCN(C(=O)/C=C/c2ccco2)CC1
i | 0.036 | 50 | CCOC(=O)CCC(=O)N1CCN(c2ncnc3c2nnn3-c2ccccc2)CC1
i | 0.079 | 70 | CSc1ccccc1C(=O)N1CCN(c2nccn2C)CC1
i | 0.098 | 36 | COc1ccc(NC(=O)NCCn2nc(-c3ccc(OC)cc3)ccc2=O)cc1
i | 0.088 | 52 | Cc1ccc(C(=O)CSc2nccn(-c3cccc4ccccc34)c2=O)cc1
i | 0.11 | 53 | O=C(Cn1nnc2ccccc2c1=O)NCCOc1ccc(F)cc1
i | 0.05 | 44 | Cc1c(Cl)cccc1-n1c(C)cn2c3c(=O)n(CC(N)=O)c(=O)n(C)c3nc12
i | 0.089&0.056 | 62&116 | CCOc1cccc2cc(C(=O)Nc3ccc(OC)cc3)c(=O)oc12
i | 0.082 | 49 | CC1CCCC1OCC(O)CN1CCN(c2cccc(C(F)(F)F)c2)CC1 (centres undefined)
i | 0.096 | 29 | CC(C)N1CCc2c(sc(N)c2C(N)=O)C1
i | 0.061 | 44 | COc1ccc(CCC(=O)NCCn2ncc3c(N4CCN(c5ccccc5)CC4)ncnc32)cc1
i | 0.051 | 60 | CCOC(=O)c1c(SCC(=O)Nc2ccc(C(C)=O)cc2)nc(=O)[nH]c1C
i | 0.062 | 63 | CCOC(=O)N1CCN(C(=O)CN2CCC(COCc3ccccc3)CC2)CC1
i | 0.13 | 58 | COc1ccc(CC(=O)Nc2nn(C)c3c2C(c2ccccc2)CC(=O)N3)cc1OC (centres undefined)
i | 0.077 | 62 | CC(C)N1CCC(CNS(=O)(=O)c2ccc(F)c(Cl)c2)CC1
i | 0.052 | 60 | COc1cccc(N2C(=O)CN(C3CCCCC3)C3CS(=O)(=O)CC32)c1 (centres undefined)
i | 0.069 | 36 | CC(C)CNC(=O)C(=O)NCC(c1cccn1C)N1CCc2ccccc2C1 (centres undefined)
i | 0.085 | 63 | O=C(Nc1ccccc1Cl)c1ccc(=O)n(Cc2cccc(F)c2)n1

Individual results from the results shown.
CC(C)CNC(=O)C(=O)NCC(c1cccn1C)N1CCc2ccccc2C1 (centres undefined) @ GluA2 TARP mod agonism max-min: 0.069
CCOC(=O)CCC(=O)N1CCN(c2ncnc3c2nnn3-c2ccccc2)CC1 @ GluA2 TARP mod glutamate slope: 50

Back to the main list with the 5 entries that preceded the break.
GluA2 TARP mod | GluA2 TARP mod agonism max-min | GluA2 TARP mod glutamate slope | Compound
i | 0.13 | 58 | COc1ccc(CC(=O)Nc2nn(C)c3c2C(c2ccccc2)CC(=O)N3)cc1OC (centres undefined)
i | 0.077 | 62 | CC(C)N1CCC(CNS(=O)(=O)c2ccc(F)c(Cl)c2)CC1
i | 0.052 | 60 | COc1cccc(N2C(=O)CN(C3CCCCC3)C3CS(=O)(=O)CC32)c1 (centres undefined)
i | 0.069 | 36 | CC(C)CNC(=O)C(=O)NCC(c1cccn1C)N1CCc2ccccc2C1 (centres undefined)
i | 0.085 | 63 | O=C(Nc1ccccc1Cl)c1ccc(=O)n(Cc2cccc(F)c2)n1
i | 0.092 | 66 | COc1ccc(/C=C/C(=O)O)cc1S(=O)(=O)N1CCCCCC1
i | 0.16 | 53 | COc1ccc(C(=O)/C=C/c2ccc(OC)c(OC)c2)c(O)c1
i | 0.063 | 26 | O=C(CC1(O)C(=O)N(Cc2ccccc2)c2ccc(Cl)cc21)c1ccncc1 (centres undefined)
i | 0.1 | 60 | COc1ccc(S(=O)(=O)Nc2ccc3c(c2)CCCN3S(=O)(=O)c2ccccc2)cc1C
i | 0.16 | 58 | CC(=O)N1CCc2c(sc(NC(=O)c3ccc(S(=O)(=O)N(C)Cc4ccco4)cc3)c2C#N)C1
i | 0.064 | 57 | CC(=O)c1cccc(S(=O)(=O)NCCN2CCC(c3cccs3)CC2)c1
i | 0.13 | 53 | COc1cc(S(=O)(=O)N2CCN=C2c2ccccc2)ccc1Br
i | 0.12 | 64 | CSCCC(C)(O)CNC(=O)C(=O)NCc1cccs1 (centres undefined)
i | 0.14 | 69 | COCCNC(=O)Cn1c(=O)c2c(N3CCN(C(C)=O)CC3)ccnc2n(C)c1=O
i | 0.12 | 54 | Cc1cc(NC(=O)Cc2csc(Nc3ccc(Cl)cn3)n2)no1
i | 0.11 | 74 | COc1cn(CC(=O)Nc2c(C)cc(C)cc2C)c(CSc2ccccc2)cc1=O
i | 0.073 | 54 | CC1CN(C)CCN1CC1CCN(C(=O)c2cccc(F)c2)CC1 (centres undefined)
i | 0.075 | 53 | Cc1cccc(NC(=O)CSc2nc(=O)n(CC3CCCO3)c3c2CCC3)c1 (centres undefined)
i | 0.074 | 64 | CCCc1nnsc1C(=O)NCCN1CCC(c2cccs2)CC1
i | 0.097 | 57 | Cc1cc(C(=O)N2CCN(C(=O)c3cnn4ccccc34)CC2)c(C)o1
i | 0.089 | 60 | COCCN1CCC(NC(=O)c2ccc(C#N)cc2)CC1
i | 0.14 | 57 | COc1ccc(-c2nnc(NC(=O)Cc3ccc(S(C)(=O)=O)cc3)o2)c(OC)c1
i | 0.091 | 66 | CC(C)N1CCC(CNC(=O)C(=O)Nc2ccc3c(c2)OCO3)CC1
i | 0.13 | 67 | COC(=O)c1ccc2[nH]c(C)cc(=O)c2c1
i | 0.058 | 70 | CC(C)(C)C(=O)N1CCc2ccc(NS(=O)(=O)Cc3ccc(F)cc3)cc21
i | 0.1 | 48 | Cc1cc(C(=O)NCCn2nc(-c3ccccc3)n(C)c2=O)no1
i | 0.089 | 39 | O=C(NCC(c1cccnc1)N1CCN(Cc2ccccc2)CC1)Nc1ccccc1Cl (centres undefined)
i | 0.16 | 75 | COc1ccc(NC(=O)c2cccc(N3C(=O)C(C)CS3(=O)=O)c2)cc1Cl (centres undefined)
i | 0.091 | 61 | CCS(=O)(=O)Nc1ccc(C)c(N2CCCC2=O)c1
i | 0.087 | 57 | CCN(C(=O)CN1C(=O)c2ccccc2S1(=O)=O)c1ccccc1
i | 0.07 | 61 | CCc1ccc(S(=O)(=O)N2CCC(c3nnc(C4CC4)o3)CC2)s1
i | 0.054 | 52 | COc1ccc(OC)c(-c2csc(NC(=O)c3ccc(SC(C)C)cc3)n2)c1
i | 0.044 | 56 | O=[N+]([O-])c1ccccc1OCC(O)CN1CCN(c2cccc(Cl)c2)CC1 (centres undefined)
i | 0.045 | 33 | COc1ccc(/C=C2\Oc3c(ccc4c3CN(C3CC3)CO4)C2=O)c(OC)c1OC
i | 0.13 | 64 | Cc1cc(C)c(S(=O)(=O)NCC(O)(c2ccco2)C2CC2)cc1C (centres undefined)
i | 0.087 | 77 | CCC(C(=O)Nn1cnc2c(cnn2-c2ccccc2)c1=O)c1ccccc1 (centres undefined)
i | 0.12 | 73 | Cc1ccccc1-c1ccc(N2CCC(C(=O)NCc3ccc4c(c3)OCO4)CC2)nn1
i | 0.046 | 49 | CCOc1ccc(C(=O)Nc2ccc(OC)c(N3CCCCC3=O)c2)cc1OCC
i | 0.11 | 46 | O=C(Cc1cccs1)NCC(O)(c1ccco1)C1CC1 (centres undefined)
i | 0.11 | 61 | Cc1ccc(S(=O)(=O)N2CCC(C(=O)Nc3nc(-c4cccs4)cs3)CC2)cc1
i | 0.1 | 61 | Cc1ccc(C(=O)NCC2CCN(c3ncccn3)CC2)cc1C
i | 0.039 | 47 | c1ccc(-c2cnc(-c3ccccc3)cn2)cc1
i | 0.093 | 53 | Cc1nc(-c2cccs2)c(CCC(=O)N2CCC(C(N)=O)CC2)s1
i | 0.095 | 64 | O=C(c1ccco1)N1CCc2ccc(NS(=O)(=O)c3cccs3)cc21
i | 0.14 | 38 | O=C(NCc1ccccc1F)c1ccc2c(=O)n3c(nc2c1)SCC3
i | 0.097 | 63 | O=C(CCn1ccc(=O)[nH]c1=O)NC1CCCCC1N1C(=O)CSC1=O (centres undefined)
i | 0.057 | 59 | Cc1ccc(S(=O)(=O)CCCC(=O)Nc2cccc([N+](=O)[O-])c2)cc1
i | 0.1 | 63 | COc1ccc(Cc2nnc(C3CCN(C(=O)c4ccc(=O)[nH]c4)CC3)s2)cc1
+ | 0.17* | 49* | COc1ccc2sc(=NC(=O)c3ccno3)n(CCSC)c2c1
i | 0.089 | 48 | O=C(CSc1ccc(NC(=O)c2cccs2)nn1)NCCc1ccccc1
i | 0.076 | 78 | C=CCNc1nc(=S)[nH]c2ccccc12
i | 0.1 | 57 | COC(=O)c1scc(-c2ccc(C)cc2)c1S(=O)(=O)Nc1ccc(F)cc1C
i | 0.036 | 61 | CCN(Cc1ccccc1)C(=O)C(=O)c1cn(CC(=O)N2CCOCC2)c2ccccc12
i | 0.048 | 41 | COc1nn(C)cc1C(=O)NCC1CCN(C(=O)/C=C/c2ccco2)CC1
i | 0.094&0.049 | 49&94 | CC(=O)CC1(O)C(=O)N(CCCOc2ccccc2C)c2ccccc21 (centres undefined)
i | 0.099 | 37 | Cc1ccc(-c2ncc(C#N)c(=O)n2CC(=O)N(C)c2ccccc2)cc1
i | 0.063 | 47 | CCCCCNC(=O)c1cc(-c2cccc(OC)c2)nc2c1c(C)nn2C1CCS(=O)(=O)C1 (centres undefined)
i | 0.088 | 52 | O=C(CSc1nc(=O)n(CC2CCCO2)c2c1CCC2)Nc1ccc(F)c([N+](=O)[O-])c1 (centres undefined)
i | 0.084 | 55 | CCOc1ccccc1NC(=O)C(=O)NCC1CCN(Cc2cccs2)CC1
i | 0.058 | 47 | COc1ccc(S(=O)(=O)NCCOc2ccc(-c3ccccc3)nn2)cc1OC
i | 0.12 | 65 | CS(=O)(=O)N1CCC(CNC(=O)C(=O)NCc2ccccc2Cl)CC1
i | 0.046 | 55 | COCCn1c(=O)c2c(nc3n(-c4ccccc4C)c(-c4ccccc4)cn23)n(C)c1=O
i | 0.087 | 56 | O=C(CCc1csc(NC(=O)c2cccs2)n1)Nc1nc2ccccc2s1
i | 0.13 | 68 | Cn1c(=O)[nH]c(=O)c2c1nc(N1CCOCC1)n2CCN1CCCCC1
i | 0.097 | 60 | CCOc1cccc2sc(N3CCN(C(=O)c4ccno4)CC3)nc12

Remaining list, next part.
GluA2 TARP mod | GluA2 TARP mod agonism max-min | GluA2 TARP mod glutamate slope | Compound
i | 0.061 | 64 | O=C(NCCn1ncc2c(N3CCCCC3)ncnc21)c1cccs1
i | 0.11 | 65 | COc1cccc(C(=O)NCCS(=O)(=O)N2CCCC2)c1
i | 0.088 | 62 | COc1ccc(S(=O)(=O)Nc2cccc(C(=O)Nc3sc4c(c3C(N)=O)CCCCC4)c2)cc1
i | 0.076 | 50 | O=S(=O)(CCc1ccccc1)NCC1CCN(C2CCCC2)CC1
i | 0.095 | 51 | Cc1nn2c(=O)c(C(=O)O)cnc2s1
i | 0.08 | 58 | Cc1ccc(N(CC(=O)OC(C)(C)C)S(=O)(=O)c2ccc3nnc(C)n3c2)cc1
i | 0.022 | 49 | CCOCCCNC(=O)C(=O)Nc1c2c(nn1-c1ccc(Cl)cc1)CSC2
i | 0.058 | 30 | O=C(Cc1csc(NC(=O)c2ccc[nH]c2=O)n1)NCCCc1ccccc1
+ | 0.22* | 70* | N#C/C(=C\c1cccnc1)c1nc2ccccc2s1

In the list so far, 2 contain a COOH group.
GluA2 TARP mod | GluA2 TARP mod agonism max-min | GluA2 TARP mod glutamate slope | Compound
i | 0.092 | 66 | COc1ccc(/C=C/C(=O)O)cc1S(=O)(=O)N1CCCCCC1
i | 0.095 | 51 | Cc1nn2c(=O)c(C(=O)O)cnc2s1
